# Screens (PubChem)
# Epigenetic mod = qHTS Assay for Epigenetic Modulators | AID 597, 2007 | 0.09% of 68,000 active | mouse C127i GFP locus derepression, cytometry, 30 h | Potency, µM (doses to about 46.1 µM), without a hit: at the top dose GFP derepression (activation); also: % of control where 0% means no effect
#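 Murine C127i mammary cells carrying a silenced, stably integrated CMV-driven GFP reporter were treated with compound for 30 hours at 37 C. After PBS washes, GFP-positive cells were counted by laser-scanning microplate cytometry.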
# ALOX15 inhib = qHTS Assay for Inhibitors of 15-hLO (15-human lipoxygenase); purified 15hLO-1, xylenol orange hydroperoxide absorbance; Potency, µM (titrated, usually from 57.1 µM), for inactives: at the top dose activity change, negative = inhibition, most hits filed as inhibitors; 1.4% of 74,000 active; AID 887, 2007; also: potency is read from the fitted curve at half-maximal effect; % is scaled to controls: 0 for no effect and ±100 for the full control effect; nearly all actives have a fitted effect of over 55% in size
# Target sequence (P16050 whole entry, looked up): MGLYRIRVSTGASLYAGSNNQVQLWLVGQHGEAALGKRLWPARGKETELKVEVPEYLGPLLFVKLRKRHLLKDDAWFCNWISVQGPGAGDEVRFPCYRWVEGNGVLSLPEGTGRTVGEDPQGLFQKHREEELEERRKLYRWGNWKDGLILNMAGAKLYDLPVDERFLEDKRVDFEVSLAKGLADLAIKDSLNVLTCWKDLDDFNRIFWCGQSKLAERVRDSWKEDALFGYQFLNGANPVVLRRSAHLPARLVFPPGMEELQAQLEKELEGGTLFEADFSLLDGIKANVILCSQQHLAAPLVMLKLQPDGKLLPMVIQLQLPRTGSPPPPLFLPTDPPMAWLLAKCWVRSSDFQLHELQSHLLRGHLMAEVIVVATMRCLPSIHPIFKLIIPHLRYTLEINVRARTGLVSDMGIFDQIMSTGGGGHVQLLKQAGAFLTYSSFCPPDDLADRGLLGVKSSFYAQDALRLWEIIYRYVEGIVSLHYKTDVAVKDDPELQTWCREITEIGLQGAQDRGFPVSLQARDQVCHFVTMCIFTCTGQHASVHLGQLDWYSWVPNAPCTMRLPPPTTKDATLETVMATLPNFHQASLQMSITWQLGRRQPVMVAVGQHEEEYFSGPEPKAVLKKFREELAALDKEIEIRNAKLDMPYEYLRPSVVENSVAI
#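 40 nM 15hLO-1 + cpd, 15 min RT; start w/ 50 uM AA (final), 6 min RT; stop/detect w/ 200 uM XO + 300 uM Fe(II) in 50 mM H2SO4, 30 min; A573/A405. Buffer 25 mM Hepes pH 7.5, 0.01% Triton X-100. No-enzyme wells as negative control.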
# A350 fluor = qHTS Assay for Spectroscopic Profiling in A350 Spectral Region | max dye-equivalent concentration, M | Compound autofluorescence, 340/450 nm, Alexa 350 dye-equivalents; active compounds read high | 11% of 59,000 active; in the data active = max dye-equivalent concentration above about 10 nM; inconclusive = mostly about 1.1 nM to 9.6 nM
# BRCT inh green = qHTS Assay for Inhibitors of BRCT-Phosphoprotein Interaction (Green Fluorophore); Breast cancer type 1 susceptibility protein (Homo sapiens), P38398; BRCA1 BRCT-phosphopeptide binding, green fluorescence polarization; Potency, µM (series often up to 76.9 µM), inactives show at the top dose activity change, negative = inhibition, most hits filed as inhibitors; 0.05% of 75,000 active; AID 875, 2007;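 also: potency is read from the fitted curve at half-maximal effect; plate controls were peptide without protein for full effect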
#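 Compounds were incubated for 12 min at room temperature with a complex of 100 nM fluorescein-tagged pBACH1 decapeptide and 250 nM His-tagged BRCT protein. Buffer was phosphate pH 7.3 with EDTA, DTT and Tween 20. Disruption of binding lowers the polarization signal.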
# BRCT PPI red = qHTS Assay for Inhibitors of BRCT-Phosphoprotein Interaction (Red Fluorophore) | Breast cancer type 1 susceptibility protein (Homo sapiens), P38398 | BRCT-phosphopeptide binding, red fluorescence polarization | Potency, µM (highest dose often 76.9 µM), for inactives: top-dose activity change, negative = inhibition, usual class: inhibitors | 0.03% of 75,000 active; also: % is scaled to controls: 0 for no effect and ±100 for the full control effect
#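 Fluorescence polarization: 100 nM His-tagged BRCA1 BRCT with 100 nM TAMRA-labelled phospho-BACH1 decapeptide, phosphate buffer pH 7.3 with 150 mM NaCl, DTT, 0.01% Tween 20; 12 min RT. Binding inhibition seen as FP decrease.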
# 4MU fluor = qHTS Assay for Spectroscopic Profiling in 4-MU Spectral Region. compound autofluorescence, 340/450 nm, 4-MU equivalents; active compounds read high. 11% of 59,000 active. max dye-equivalent concentration, M; in the data active = max dye-equivalent concentration above about 10 nM; inconclusive = mostly about 1.1 nM to 9.6 nM
#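 Intrinsic fluorescence at 340/450 nm (ex/em) was read after 15 min at room temperature in pH 8.0, 100 mM Tris. Each compound concentration expressed as 4-MU-equivalent concentration from a six-point 4-MU standard series on each plate.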
# * marks the source's active call; other numbers are inactive results; u = inconclusive; x = not tested or not shown; [ ] = remark or other dose. Unless noted, calls follow the shape of the dose curve; as a rule, active = well fitted curve in the direction sought with a large enough effect; inconclusive = small, poorly fitted or top-dose-only effect, or another doubt; inactive = no such curve, though single readings can be large; an effect the other way counts as inactive or inconclusive. Not all compounds are listed, so the mix of outcomes need not match the whole.
Epigenetic mod | ALOX15 inhib | A350 fluor | BRCT inh green | BRCT PPI red | 4MU fluor | compound
0%[20.6 µM] | x | 6.5e-08M* | x | x | 6.2e-08M* | CN(C)CCOc1ccccc1Cc1ccccc1
10%[20.6 µM] | x | u | x | x | u | C[C@@H]1C[C@H]2[C@@H]3C[C@H](F)C4=CC(=O)C=C[C@]4(C)[C@@]3(F)[C@@H](O)C[C@]2(C)[C@@]1(O)C(=O)COC(=O)C(C)(C)C
-4%[20.6 µM] | x | 5.4e-08M* | x | x | 4.7e-08M* | CC[C@]1(O)C[C@@H]2CN(CCc3c([nH]c4ccccc34)[C@@](C(=O)OC)(c3cc4c(cc3OC)N(C)[C@H]3[C@@](O)(C(=O)OC)[C@H](OC(C)=O)[C@]5(CC)C=CCN6CC[C@]43[C@@H]65)C2)C1
x | -2% | x | -0.3%[3.08 µM] | 0.8% | x | COc1ccc2ccc(=O)oc2c1
x | 3% | x | -0.7%[3.08 µM] | 1.8% | x | Cc1cc(C)cc(OCC2CNC(=O)O2)c1 (centres undefined)
x | 9% | x | 0.7%[3.08 µM] | 0.5% | x | Nc1ncnc2nc[nH]c12
x | -6% | x | 0.2%[3.08 µM] | -0.2% | x | COc1ccccc1OCCNCC(O)COc1cccc2[nH]c3ccccc3c12 (centres undefined)
x | -12% | x | 0.3% | -1.9% | x | CC1CCC(C(C)C)C(=O)C1 (centres undefined)
x | -6% | x | -5.7% | -1.7% | x | COc1ccc(-c2cc(=O)c3c(O)c(OC)c(OC)c(OC)c3o2)cc1OC
x | u | x | -1.2%[3.08 µM] | -2.8% | x | CC[C@@]1(O)CC2CN(CCc3c([nH]c4ccccc34)[C@](C(=O)OC)(c3cc4c(cc3OC)N(C)C3[C@@](O)(C(=O)OC)C(OC(C)=O)[C@]5(CC)C=CCN6CC[C@@]43C65)C2)C1 (some centres undefined)
x | 3%[25.6 µM] | x | -1.0% | -2.6% | x | O=c1ccn([C@H]2C[C@H](O)[C@@H](CO)O2)c(=O)[nH]1
x | -3% | x | -0.1%[3.08 µM] | 0.7% | x | CC1CC2C3CC(F)C4=CC(=O)C=C[C@@]4(C)[C@@]3(F)C(O)C[C@]2(C)[C@]1(O)C(=O)COC(=O)C(C)(C)C (some centres undefined)
x | -16% | x | -0.1%[3.08 µM] | 0.4% | x | C#C[C@@]1(O)CCC2C3CCC4=CC(=O)CCC4C3CC[C@@]21CC (some centres undefined)
x | -9% | x | 0.4%[3.08 µM] | -0.1% | x | Nc1c2ccccc2nc2ccccc12 (tested in a mixture with another compound)
x | -3% | x | -0.9%[3.08 µM] | -0.8% | x | CC1(C)OC2CC3C4CC(F)C5=CC(=O)C=C[C@@]5(C)[C@@]4(F)C(O)C[C@@]3(C)[C@]2(C(=O)CO)O1 (some centres undefined)
x | -4% | x | -0.5% | 0.6% | x | Nc1c2c(nc3ccccc13)CCCC2O (centres undefined)
x | 11% | x | 0.0%[3.08 µM] | 0.9% | x | CC1c2cccc(O)c2C(O)=C2C(=O)[C@]3(O)C(O)=C(C(N)=O)C(=O)C(N(C)C)C3C(O)C21 (some centres undefined)

# Part of the list above with just BRCT inh green, A350 fluor and 4MU fluor.
SMILES	BRCT inh green	A350 fluor	4MU fluor
CC1CCC(C(C)C)C(=O)C1 (centres undefined)	0.3%	x	x
C#C[C@@]1(O)CCC2C3CCC4=CC(=O)CCC4C3CC[C@@]21CC (some centres undefined)	-0.1%[3.08 µM]	x	x
CN(C)CCOc1ccccc1Cc1ccccc1	x	6.5e-08M*	6.2e-08M*
Nc1ncnc2nc[nH]c12	0.7%[3.08 µM]	x	x
COc1ccc(-c2cc(=O)c3c(O)c(OC)c(OC)c(OC)c3o2)cc1OC	-5.7%	x	x
Nc1c2ccccc2nc2ccccc12 (tested in a mixture with another compound)	0.4%[3.08 µM]	x	x
C[C@@H]1C[C@H]2[C@@H]3C[C@H](F)C4=CC(=O)C=C[C@]4(C)[C@@]3(F)[C@@H](O)C[C@]2(C)[C@@]1(O)C(=O)COC(=O)C(C)(C)C	x	u	u

# Structures above with a tert-butyl group (2):
Epigenetic mod | ALOX15 inhib | A350 fluor | BRCT inh green | BRCT PPI red | 4MU fluor | compound
10%[20.6 µM] | x | u | x | x | u | C[C@@H]1C[C@H]2[C@@H]3C[C@H](F)C4=CC(=O)C=C[C@]4(C)[C@@]3(F)[C@@H](O)C[C@]2(C)[C@@]1(O)C(=O)COC(=O)C(C)(C)C
x | -3% | x | -0.1%[3.08 µM] | 0.7% | x | CC1CC2C3CC(F)C4=CC(=O)C=C[C@@]4(C)[C@@]3(F)C(O)C[C@]2(C)[C@]1(O)C(=O)COC(=O)C(C)(C)C (some centres undefined)
